From PubChem
PhoP inhibition: PhoP-dependent GFP reporter repression – Salmonella Typhimurium, primary screen (AID 1863) | one-dose inhibition, % at 50 µM; IC50 in µM for titrated hits | S. Typhimurium PhoP-regulated promoter GFP reporter, 4 h; higher % means a stronger effect | hit rate 0.16% among 300,000;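 active means inhibition over 29.93%, a cutoff 3 SD above the screen mean, later confirmed by dose response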;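 further: 0% = low Mg2+ inducing control and 100% = high Mg2+ repressing control; strong numbers were not always called active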
T cell modulator: T cell immune modulators affecting CD8 T cell-vesicle binding; AID 2052; 2C CD8+ T cell-vesicle binding, flow cytometry; stronger effect = lower value; calls only at 7 µM; hit rate 0.068% among 330,000;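 active means response, share of CD8 T cells binding vesicles, and their 90th percentile fluorescence all below set limits, cut at about 80% in these data, passing the limit was not always enough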
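Test system: purified 2C TCR transgenic mouse naive CD8+ T cells. Probe or stimulus: QL9-peptide-loaded Drosophila micro-vesicles bearing Ld, ICAM-1 and B7-1. Incubation: binding step 1.5 h, 37 °C, antibody labelling 20 min, ice. Measured by: flow cytometry of vesicle-bound cells.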
GPR55 activation: GPR55 agonists via beta-arrestin recruitment, primary screen, imaging, U2OS cells, beta-arrestin-GFP redistribution (AID 1961); U2OS GPR55 beta-arrestin-GFP redistribution imaging; higher % means a stronger effect; activation, % at 10 µM; hits with a dose series show EC50 in µM; hit rate 0.048% among 290,000;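 active means activation above 40% with more than 50 cells counted in the well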;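 further: U2OS osteosarcoma cells stably expressing GPR55 and beta-arrestin-GFP; plate controls were DMSO negative control for no effect and LPI positive control for full effect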
West Nile antiviral: West Nile virus antiviral activity, cell-based, CPE readout (AID 1621). West Nile virus-infected cells, CPE inhibition; higher % means a stronger effect. one-dose CPE inhibition, % at 10 µM; IC50 in µM for titrated hits. hit rate 0.02% among 290,000; in the data active means a potency from the dose series; further: strong numbers were not always called active
KOR beta-arrestin-1: KOR antagonists, beta-arrestin recruitment, cell-based, luminescence, uHTS (AID 1778); KOR beta-arrestin recruitment, luminescence, antagonist mode; higher % means a stronger effect; inhibition, % at 10 µM; hits with a dose series show IC50 in µM; hit rate 0.091% among 290,000; in the data active means inhibition above about 50%; further: strong numbers were not always called active
NTR1 agonist: NTR1-driven beta-arrestin-GFP spot formation – imaging, U2OS cells, high content, primary screen (AID 493036). P30989. agonist mode. hit rate 0.17% among 330,000. activation, % at 20 µM;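 active means activation at or above 40% of the spot to cytoplasm intensity ratio, with at least 20 cells analyzed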;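 further: 0% = DMSO without peptide and 100% = 100 nM NTR1 peptide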
Target sequence (P30989 whole entry, looked up): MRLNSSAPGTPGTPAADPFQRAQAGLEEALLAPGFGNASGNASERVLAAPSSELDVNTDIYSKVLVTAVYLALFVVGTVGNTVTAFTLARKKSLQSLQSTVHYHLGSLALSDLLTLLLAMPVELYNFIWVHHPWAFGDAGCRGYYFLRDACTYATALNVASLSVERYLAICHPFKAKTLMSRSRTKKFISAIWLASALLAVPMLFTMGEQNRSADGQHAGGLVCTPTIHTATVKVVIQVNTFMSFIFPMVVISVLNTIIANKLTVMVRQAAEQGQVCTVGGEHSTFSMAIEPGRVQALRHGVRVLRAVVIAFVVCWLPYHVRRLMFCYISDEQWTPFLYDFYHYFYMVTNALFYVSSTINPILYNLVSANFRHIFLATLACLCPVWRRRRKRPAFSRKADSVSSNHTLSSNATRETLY
GPR35 arrestin U2OS: inhibition of zaprinast-stimulated GPR35 beta-arrestin translocation – imaging, U2OS, beta-arrestin-GFP, zaprinast agonist, primary screen (AID 2058); U2OS GPR35 beta-arrestin-GFP translocation imaging, zaprinast antagonism; higher % means a stronger effect; inhibition, % at 10 µM, or IC50 in µM where a hit was titrated; hit rate 0.052% among 290,000;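 active means inhibition of at least 50% with at least 30 cells and total cytoplasm GFP at most 10,000,000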
GPR55 antagonists: inhibition of LPI-stimulated GPR55 beta-arrestin translocation – imaging, U2OS, beta-arrestin-GFP, LPI agonist, primary screen (AID 2013); U2OS GPR55 beta-arrestin-GFP translocation imaging, LPI antagonism; higher % means a stronger effect; one-dose inhibition, % at 10 µM; IC50 in µM for titrated hits; hit rate 0.13% among 290,000;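 active means spots per cell inhibited over 60%, with over 100 cells counted and total cytoplasm intensity under 500,000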;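 further: U2OS cells stably carrying GPR55 and arrestin-GFP stimulated by 5 µM LPI near EC80; imaged beta-arrestin-GFP aggregate spots per cell after agonist stimulation; plate controls were LPI-stimulated DMSO wells for no effect and DMSO wells without LPI for full effect; some results filed as inactive read as strong as hits; confirmed hits need IC50 under 10 µM and bright autofluorescent wells are also inconclusive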
KOR beta-arrestin-2: kappa opioid receptor activators – cell-based, luminescence, uHTS, primary screen (AID 1777); KOR beta-arrestin recruitment, luminescence; higher % means a stronger effect; activation, % at 10 µM, or EC50 in µM where a hit was titrated; hit rate 0.02% among 280,000; in the data active means activation above about 50%, passing the limit was not always enough; further: a part of the inactive calls stands beside numbers as strong as those of hits
T cell modulator vesicle-bound %: second read-out of T cell modulator, no call of its own (marks repeat the call); double positive events, %; measured here: CD8+ vesicle-bound cell fraction;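 binding gate set so that unloaded-vesicle control wells show 10% double positive cells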
NTR1 agonist cell count 20 µM: recorded beside NTR1 agonist, whose call it bears; cell count; measured here: cell count, cytotoxicity flag
Active calls of the source: *; i = inactive; x = not tested or not shown; [ ] = another dose, or the depositor's remark.

Below each compound – PhoP inhibition | T cell modulator | T cell modulator vesicle-bound % | GPR55 activation | West Nile antiviral | KOR beta-arrestin-1 | NTR1 agonist | NTR1 agonist cell count 20 µM | GPR35 arrestin U2OS | GPR55 antagonists | KOR beta-arrestin-2
- Cc1cc([N+](=O)[O-])nn1Cn1nc([N+](=O)[O-])cc1C
  1% | i | 6 | -0.2% | -1.4% | 1% | 0.1 | 28 | 12% | -7% | 1.2%
- CCc1ccccc1NC1=NCC(=O)N1C1CCCCC1
  2% | i | 36 | 0.3% | x | 3% | 9.8 | 88 | 5% | 5% | -1.5%
- O=c1[nH]c(=O)n(Cc2ccco2)c2c1C(C(F)(F)F)(C(F)(F)F)N=C(c1ccc(F)cc1)N2
  -10% | i | 46 | 0.3% | -0.5% | -66% | 21 | 77 | 8% | 36% | -3.1%
- CCN1CCN(C(c2ccccc2)c2nnnn2Cc2ccccc2)CC1 (centres undefined)
  0% | i | 8 | -0.1% | -0.6% | -11% | 0.0 | 105 | -13% | 2% | 3.6%
- CCC(=O)Nc1ccc(NC(=O)c2ccco2)cc1
  -3% | i | 12 | 0.3% | -0.3% | 1% | -1.8 | 47 | 10% | 12% | 6.8%
- O=C(Nc1c2c(nn1-c1ccc(F)cc1)CS(=O)(=O)C2)c1ccc(S(=O)(=O)N2CCOCC2)cc1
  19% | i | 16 | -0.2% | -0.3% | 6% | 1.4 | 46 | -5% | 6% | -4.3%
- COc1ccc(S(=O)(=O)N(CC(=O)N2CCN(C)CC2)c2ccc(C)cc2)cc1OC
  2% | i | 35 | -0.1% | -0.5% | -13% | 0.6 | 49 | 3% | 14% | 4.1%
- COc1ccc(Cl)cc1S(=O)(=O)n1nnc2ccccc21
  -5% | i | 28 | -0.2% | -0.2% | 22% | 6.1 | 77 | 5% | 12% | -5.2%
- CC(=O)Nc1ccc(C(=O)N/C(=C/c2ccccc2)C(=O)N2CCCCC2)cc1
  4% | i | 42 | -0.2% | -0.2% | 35% | 1.1 | 48 | -8% | 6% | -2.7%
- COc1cc(CC(=O)Nc2ccc(S(=O)(=O)N(C)C)cc2)cc(OC)c1OC
  -2% | i | 31 | 0.2% | 0.0% | -24% | -0.6 | 83 | -10% | -11% | -2.6%
- Cc1ccnc(SCC(=O)Nc2sccc2C#N)n1
  17% | i | 54 | 0.0% | 0.1% | 12% | 1.4 | 61 | -2% | -22% | -0.9%
- COc1ccc(-c2[nH]ncc2-c2ccc3c(c2)OCCO3)c(O)c1
  13% | i | 43 | -0.1% | 0.2% | -2% | -1.1 | 52 | 3% | -4% | 8.0%
- Cc1cc(=O)oc(C)c1C(=O)NCc1cccnc1
  36% | i | 57 | 0.2% | 0.7% | 1% | -0.4 | 55 | -11% | -14% | -3.3%
- O=S(=O)(c1ccccc1)C1CON(Cc2ccccc2)C1c1ccccc1 (centres undefined)
  2% | i | 25 | 0.3% | -1.2% | 2% | 1.1 | 30 | 9% | -1% | -1.2%
- NC(=O)c1nsc(C(=O)N(c2ccccc2)C(C(=O)NC2CCCC2)c2cccs2)c1N (centres undefined)
  -3% | i | 45 | -0.3% | 0.7% | -24% | -0.9 | 42 | -4% | -10% | 0.7%
- CSc1cccc(-n2c(C)cc(C(N)=O)c2C)c1
  4% | i | 9 | -0.2% | -0.3% | 4% | -2.4 | 43 | 2% | -7% | 1.0%
- CC(=O)C(=[N+]=[N-])C(=O)NCc1ccccc1
  -4% | i | 44 | 1.0% | 0.2% | -6% | -0.6 | 55 | 0% | 6% | -0.6%
- CCN(CC)S(=O)(=O)c1ccc(C)c(C)c1
  -4% | i | 32 | -0.1% | 0.1% | -22% | -0.4 | 80 | 8% | 9% | 2.6%
- O=C(CO/N=C/c1ccc(OC(F)F)cc1)NCc1cccs1
  16% | i | 46 | 0.2% | -0.6% | 0% | 0.6 | 44 | 9% | -3% | 2.7%
- Cc1ccc2nc(NC(=O)Cn3nc(C)c([N+](=O)[O-])c3C)sc2c1
  1% | i | 36 | -0.1% | -0.8% | 27% | -2.0 | 60 | -9% | -7% | -1.8%
- Cc1ccnc(N2C(=O)c3ccccc3C2Nc2ccc3c(c2)OCCO3)c1 (centres undefined)
  5% | i | 23 | -0.1% | 0.1% | 9% | 1.2 | 40 | 9% | -7% | -3.2%
- CCOC(=O)CSc1nc(C)c2cccc(C)c2n1
  2% | i | 41 | 0.2% | -0.1% | 14% | 0.6 | 67 | -3% | -4% | 3.3%
- CCOC(=O)N1CCN(c2nc(=S)n(-c3ccccc3)c(C)c2C(C)=O)CC1
  5% | i | 37 | 0.3% | 0.0% | -23% | -0.4 | 52 | -5% | 0% | 2.0%
- Cc1cc(-c2cc(C(=O)NC3CCCC3)on2)nc(NCC2CC2)n1
  0% | i | 38 | -0.2% | 0.1% | 8% | -1.9 | 53 | 2% | -8% | 1.1%
- O=S(=O)(NC1CCCCC1)c1ccc(N2CCOCC2)nc1
  3% | i | 20 | 0.0% | 0.8% | -21% | -0.7 | 57 | -4% | -3% | 4.4%
- NS(=O)(=O)c1ccc(NC(=S)Nc2cc(Cl)c(Cl)cc2Cl)cc1
  -10% | i | 28 | 0.7% | -0.5% | -27% | 0.3 | 49 | -10% | 10% | 4.2%
- Cn1nc(C(=O)NC2CCCCC2)c2c1-c1ccccc1SC2
  x | i | 20 | -0.1% | -1.1% | -2%[20 µM] | 3.8 | 103 | 8% | 1% | -3.8%
- CN(C)c1ccnc2sc3c(=O)n(Cc4ccccc4)cnc3c12
  5% | i | 44 | 0.6% | 0.2% | -16% | -0.4 | 77 | -1% | 9% | 4.1%
- COc1ccc(C(C)NC(=O)C2CCCC2)cc1OC (centres undefined)
  3% | i | 67 | -0.1% | -0.7% | -6% | -0.4 | 54 | 12% | -16% | -2.7%
- Cc1cccc(NC(=O)Nc2ccc(Cl)c(Cl)c2)n1
  16% | i | 24 | 0.0% | 2.1% | -30% | -0.1 | 54 | 5% | x | -1.0%
- CC1CC(C)CN(CCCNC(=O)CN2C(=O)c3cccnc3Oc3ccc(Cl)cc32)C1 (centres undefined)
  1% | i | 52 | -0.2% | -0.3% | 17% | -0.2 | 39 | 22% | -4% | -3.2%
- C=C1CN(CC(=O)OC)S(=O)(=O)c2ccccc21
  0% | i | 17 | 0.0% | 0.3% | -17% | 5.4 | 90 | -8% | -9% | 0.3%
- COCc1cc(C)nc2sc(C(=O)Nc3ccc(OC)cc3)c(N)c12
  7% | i | 48 | -0.1% | 1.8% | -10%[20 µM] | 1.2 | 38 | 0% | 3% | 0.7%
- O=C(CSc1nc(NS(=O)(=O)c2ccccc2)cc(=O)[nH]1)Nc1ccccc1C(F)(F)F
  -5% | i | 18 | 0.2% | -0.1% | -38% | 0.5 | 59 | 3% | 10% | 6.2%
- C#CCOCCOCCOCCNc1nc(N2CCN(C(=O)[C@H]([C@@H](C)CC)n3cc([C@@H](N)Cc4ccc(O)cc4)nn3)CC2)nc(N2CCN(C(=O)[C@H](CCCCN)n3cc([C@@H](N)CC(C)C)nn3)CC2)n1
  3% | i | 18 | -0.2% | x | 9% | -0.6 | 70 | -3% | 9% | 8.2%
- C/C(=N\NC(=O)c1cc(-c2ccccn2)nc2ccccc12)c1cccc([N+](=O)[O-])c1
  -10% | i | 30 | 0.6% | -0.5% | 5% | 1.8 | 55 | 12% | -2% | -2.0%
- C=C1SC(Nc2c(C)cc(C)cc2C)=NC12CCCCC2
  3% | i | 55 | -0.1% | 0.8% | -6% | 26 | 56 | 11% | 20% | 3.4%
- CCCOc1ccc(C(=O)N2CCN(c3ccc(NC(=O)CC)cc3Cl)CC2)cc1
  10% | i | 35 | 1.2% | 2.1% | -5% | 1.2 | 82 | -9% | -1% | 5.6%
- Cc1cnc(-c2nnc(N(C)C(=O)C3CCCO3)s2)cn1 (centres undefined)
  6% | i | 41 | -0.2% | -0.2% | -5% | 2.5 | 62 | -8% | 1% | 4.5%
- CCN(CC)CCCC1(CN)OCCc2ccccc21 (centres undefined)
  2% | i | 42 | -0.4% | 0.3% | 34% | 0.0 | 37 | 22% | 8% | -4.6%
- Cc1ccc(S(=O)(=O)c2cc3c(=O)n4ccccc4nc3n(C3CCCC3)c2=N)cc1
  -2% | i | 22 | 0.5% | 0.5% | -22% | 5.9 | 56 | -17% | 1% | 3.3%
- CC(=O)c1ccc(N2CCN(C(=O)C3(S(=O)(=O)c4ccc(Cl)cc4)CC3)CC2)cc1
  15% | i | 11 | 0.4% | x | 8% | -0.7 | 51 | 10% | 5% | 0.6%
- COC(=O)[C@H]1[C@@H](C)N(Cc2ccccc2)C(=O)N[C@H]1c1ccccc1
  -2% | i | 33 | x | -0.4% | x | -4.8 | 87 | x | x | x
- Cc1ccc(CNC(=O)CS(=O)(=O)Cc2nc(-c3ccccc3F)oc2C)cc1
  x | i | 33 | 0.4% | -1.1% | -2%[20 µM] | 1.0 | 62 | 8% | 9% | -1.5%
- N#Cc1cc2ccccc2nc1SCc1cccnc1
  1% | i | 33 | -0.2% | -0.2% | -20% | -0.5 | 63 | -17% | 4% | 6.1%

Reprinted from the results shown for reference:
Below each compound – PhoP inhibition | T cell modulator | T cell modulator vesicle-bound % | GPR55 activation | West Nile antiviral | KOR beta-arrestin-1 | NTR1 agonist | NTR1 agonist cell count 20 µM | GPR35 arrestin U2OS | GPR55 antagonists | KOR beta-arrestin-2
- Cc1ccc(CNC(=O)CS(=O)(=O)Cc2nc(-c3ccccc3F)oc2C)cc1
  x | i | 33 | 0.4% | -1.1% | -2%[20 µM] | 1.0 | 62 | 8% | 9% | -1.5%
- N#Cc1cc2ccccc2nc1SCc1cccnc1
  1% | i | 33 | -0.2% | -0.2% | -20% | -0.5 | 63 | -17% | 4% | 6.1%

Next section:
Below each compound – PhoP inhibition | T cell modulator | T cell modulator vesicle-bound % | GPR55 activation | West Nile antiviral | KOR beta-arrestin-1 | NTR1 agonist | NTR1 agonist cell count 20 µM | GPR35 arrestin U2OS | GPR55 antagonists | KOR beta-arrestin-2
- COc1ccc(/C=C2/C(=N)N3N=C(CC(=O)N4CCCC4)SC3=NC2=O)cc1
  2% | i | 41 | 0.3% | 0.5% | 25% | -0.8 | 54 | -5% | 12% | -9.7%
- S=C(Nc1ccccc1Cl)N1CCCC(c2ccccc2)=N1
  -17% | i | 31 | 0.2% | -1.0% | 6% | 9.6 | 49 | -2% | 31% | -1.9%
- COc1ccc(NC(=O)CSc2nnc3ccc(-c4ccncc4)nn23)cc1OC
  -4% | i | 50 | -0.3% | 0.8% | 7% | 0.1 | 67 | -6% | -4% | -2.5%
- CCN1CCN(CCNC(=O)C2CCN(Cc3nc(-c4ccc(Cl)cc4)oc3C)CC2)CC1
  -5% | i | 63 | -0.1% | x | -39% | -3.4 | 46 | 35% | 8% | -0.6%
